Bioassay records (PubChem BioAssay)
Menin-MLL TR inh: displaces Texas Red mutant MLL peptide from human menin | Menin + Texas Red MLL mutant peptide, fluorescence polarization | Potency, µM (top dose mostly 61.6 µM), without a hit: at the top dose FP activity change, negative = inhibition, hits mostly inhibitors | O00255 | 270,000 compounds, 0.23% hits; active = well fitted inhibition curve with a large enough effect in the polarisation, with a control signal flat, not every such curve was filed as active; inconclusive = small, poorly fitted or top-dose-only effect, or effect the other way, or a change in a side signal; inactive = no such curve, though single readings can be large or run the other way; the % refers to the polarisation; note: potency is the fitted concentration of half-maximal effect; % of control where 0% means no effect; many of its hits are not listed in these tables
Tb PFK inh: blocks T. brucei phosphofructokinase; O15648; 330,000 compounds, 0.17% hits; Potency, µM (doses to about 57.5 µM), inactives show at the highest dose activity, negative = inhibition, hits mostly inhibitors; T. brucei PFK, ADP-Glo luminescence;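 note: potency is the fitted concentration of half-maximal effect; 0% = uninhibited 1x PFK enzyme wells and -100% = no-enzyme wells; nearly all actives have a fitted effect of over 60% in size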
Target sequence (O15648 whole entry, looked up): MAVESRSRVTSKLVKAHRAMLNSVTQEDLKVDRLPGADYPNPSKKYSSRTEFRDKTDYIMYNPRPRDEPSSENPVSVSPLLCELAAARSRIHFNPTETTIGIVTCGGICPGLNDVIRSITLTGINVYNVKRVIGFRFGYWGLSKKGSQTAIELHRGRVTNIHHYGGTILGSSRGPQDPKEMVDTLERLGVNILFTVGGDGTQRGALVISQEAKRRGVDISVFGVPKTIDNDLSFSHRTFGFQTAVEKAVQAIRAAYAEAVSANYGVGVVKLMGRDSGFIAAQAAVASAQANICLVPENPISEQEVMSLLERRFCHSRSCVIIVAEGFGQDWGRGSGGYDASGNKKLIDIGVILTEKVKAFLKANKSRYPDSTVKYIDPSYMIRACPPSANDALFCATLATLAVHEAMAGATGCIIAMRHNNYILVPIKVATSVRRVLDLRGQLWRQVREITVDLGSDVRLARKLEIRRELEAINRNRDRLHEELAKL
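ADP-Glo luminescence quantified ADP after 45 min at room temperature, with 1.25 nM T. brucei PFK, 0.1 mM ATP and 0.5 mM fructose-6-phosphate in pH 8.0 TEA buffer. qHTS titrations up to 57 µM; curves classified by quality.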
TSG101-PTAP inh: blocks PTAP/TSG101 interaction to inhibit HIV-1 budding | Fluorescence polarization, FITC-PTAP peptide / Tsg101 binding | AID 493005 | 340,000 tested, under 10 active | Q99816 | Potency, µM (doses to about 115 µM), without a hit: top-dose activity change, negative = inhibition, actives largely listed as inhibitors; active = well fitted inhibition curve with a large enough effect in the main read-out, with a control signal flat, not every such curve was filed as active; inconclusive = small, poorly fitted or top-dose-only effect, or effect the other way, or a change in a side signal; inactive = no such curve, though single readings can be large or run the other way; note: potency is the fitted concentration of half-maximal effect; % of control where 0% means no effect
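Tsg101 binding domain (10 uM final) was mixed with compound and a FITC-labeled PTAP peptide (50 nM final) in HEPES pH 7.5 buffer with NaCl, Tween 20, EDTA and TCEP; fluorescence polarization was read after 20 min at r.t.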
GALK inhibitor: inhibitors of human galactokinase. P51570. Purified GALK, Kinase-Glo residual ATP luminescence. Potency, µM (series often up to 57.5 µM), for the others: at the highest dose activity change, negative = inhibition, most hits filed as inhibitors. 270,000 compounds, 0.007% hits. AID 1868; note: potency is the fitted concentration of half-maximal effect; % is set by controls: 0 for no effect and ±100 for the full control effect
Target sequence (P51570 whole entry, looked up): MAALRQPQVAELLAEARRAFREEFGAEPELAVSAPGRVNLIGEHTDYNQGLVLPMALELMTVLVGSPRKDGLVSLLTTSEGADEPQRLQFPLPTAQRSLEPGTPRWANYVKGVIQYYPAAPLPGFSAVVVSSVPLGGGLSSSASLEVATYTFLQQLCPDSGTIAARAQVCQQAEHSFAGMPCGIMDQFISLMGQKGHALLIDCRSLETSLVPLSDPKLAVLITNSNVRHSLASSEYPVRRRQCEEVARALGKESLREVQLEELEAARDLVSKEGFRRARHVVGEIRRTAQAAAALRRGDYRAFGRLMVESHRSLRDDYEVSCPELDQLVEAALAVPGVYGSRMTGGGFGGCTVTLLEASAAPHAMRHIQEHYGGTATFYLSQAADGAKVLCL
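5 nM enzyme, 35 uM ATP, 100 uM galactose, 20 mM HEPES pH8.0, 5 mM MgCl2; 1 h RT; residual ATP by Kinase-Glo Plus luminescence, qHTS format.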
Coupling enz: counter-screen for Giardia aldolase inhibitors: coupling enzyme system; coupling enzyme system counterscreen, AmpLite Red fluorescence; activity change, negative = inhibition, % at 58.2 µM, hits read low; 290,000 compounds, 0.67% hits; in the data active = activity change below about -30%; note: % is set by controls: 0 for no effect and ±100 for the full control effect
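Activity here indicates interference with the coupling reaction, not aldolase inhibition. Compounds at 57.5 uM final met coupling enzymes for 10 min at RT; substrate and AmpLite Red detection followed, with a 525/598 nm fluorescence read after 20 min.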
Giardia kill: kills Giardia lamblia. Giardia lamblia trophozoite viability. activity change, % at 7.66 µM, hits read low. 340,000 compounds, 0.15% hits; in the data active = activity change below about -80%; inconclusive = between about -30% and that limit;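 note: parasites exposed to compound for two days anaerobically before the ATP read; % is set by controls: 0 for no effect and ±100 for the full control effect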
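ATP-content bioluminescence gauges trophozoite survival. Cells (100/well) receive compound and incubate anaerobically for 48 hrs at 37 deg C; detection reagent follows for 15-30 min at room temperature.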
B2AR arrestin: agonists driving beta-arrestin recruitment to human beta2-adrenergic receptor | P07550 | beta-arrestin recruitment to beta2AR, cell-based reporter | Potency, µM (series often up to 46.1 µM), without a hit: at the highest dose activation, usual class: activators | 330,000 compounds, 0.02% hits | AID 492947;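 note: potency is the fitted concentration of half-maximal effect; 0% = DMSO controls and full agonism = EC100 isoproterenol or metaproterenol; nearly all actives have a fitted effect of over 65% in size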
PKM2 act: increases activity of human pyruvate kinase M2; P14618; purified PKM2, Kinase-Glo ATP luminescence, activation; response scale: 0% is enzyme alone, no compound; Potency, µM (titrated, usually from 57.5 µM), inactives show at the highest dose activation, actives largely listed as activators; 260,000 compounds, 0.34% hits; AID 1631; note: potency is the fitted concentration of half-maximal effect; % is set by controls: 0 for no effect and ±100 for the full control effect; nearly all actives have a fitted effect of over 55% in size
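ATP formation by purified human PK-M2, quantified via coupled luciferase luminescence after 1 h at room temperature with 0.1 mM ADP and 0.5 mM PEP final.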
Integrin act MD: activates integrin-mediated alleviation for muscular dystrophy | alpha7betagal myoblasts, beta-gal FDG fluorescence, 48 h | Potency, µM (top dose mostly 38.3 µM), inactives show top-dose activation, most hits filed as activators | 350,000 compounds, 0.064% hits | AID 624291;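 note: potency is the fitted concentration of half-maximal effect; 100% = response of the positive control SU9516; nearly all actives have a fitted effect of over 60% in size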
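alpha7betagal+/- myoblasts (passage 13, 250/well) treated 48 h at 37C with compounds at 1:260 dilution of DMSO stock. Lysed, then beta-galactosidase activity read as FDG fluorescence (ex 480/em 540) after 30 min, with pre-read for autofluorescence.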
ASM inhibitor: human S-ASM enzyme inhibition; P17405; placental ASM, HMU-PC fluorogenic substrate, 60 min; Potency, µM (doses to about 57.5 µM), without a hit: at the highest dose activity change, negative = inhibition, actives largely listed as inhibitors; 340,000 compounds, 0.006% hits; AID 504937; note: potency is the fitted concentration of half-maximal effect
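Human placenta-derived ASM enzyme was preincubated with compound for 10 minutes at room temperature, then given fluorogenic substrate HMU-PC0 (9 uM final) for 60 minutes at 37 °C; a pH 10 stop preceded fluorescence reading at Ex 386/Em 447 nm.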
Chronic BCR inh: chronic active BCR signaling inhibition | Potency, µM (titrated, usually from 46.1 µM), without a hit: top-dose ratio change, negative = lower green/red ratio, actives largely listed as inhibitors | ABC-DLBCL IkBa-CBG/CBR reporter, luminescence ratio, 4 h | 340,000 compounds, 0.05% hits; active = well fitted inhibition curve with a large enough effect in the signal ratio, with a control signal flat, not every such curve was filed as active; inconclusive = small, poorly fitted or top-dose-only effect, or effect the other way, or a change in a side signal; the % refers to the signal ratio;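 note: potency is the fitted concentration of half-maximal effect; plate controls were basal doxycycline-induced cells for no effect and cells given 10 µM MG132 for full effect; MG132 reads +100%, hits lower the ratio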
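Cell line TMD8 (human ABC DLBCL), stably expressing tet-inducible CBG68-IkBa fusion and CBR; IMDM/0.5% FBS; cpd up to 46 uM; dox induction, 4 h, 37C/5% CO2; dual luminescence; green/red ratio; MG132 control.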
* hit, by the source's call; ? = inconclusive; · = no result given; [ ] = dose if it differs, or a comment. Unless noted, calls come from the whole dose curve; as a rule, active = well fitted curve in the direction sought with a large enough effect; inconclusive = small, poorly fitted or top-dose-only effect, or another doubt; inactive = no such curve, though single readings can be large; an effect the other way counts as inactive or inconclusive. Some of the compounds tested. The share of hits here may be higher or lower than overall.

Molecule	Menin-MLL TR inh	Tb PFK inh	TSG101-PTAP inh	GALK inhibitor	Coupling enz	Giardia kill	B2AR arrestin	PKM2 act	Integrin act MD	ASM inhibitor	Chronic BCR inh
NC(=O)C1CCN(C(=O)CC2(CC(=O)O)CCCCC2)CC1	3%	-4%	-1%	4%	2	0	0.1%	7%	11%	12%	8%
Cc1c(NS(=O)(=O)c2ccccc2)c(=O)n(-c2ccccc2)n1C	·	3%	-6%	0%	0	0	0.2%	0%	24%	2%	3%
COc1cccc(COC(=O)C2CCN(S(=O)(=O)c3ccc(F)cc3)CC2)c1OC	·	0%	-3%	·	·	-12	-0.4%	·	-8%	-3%	-5%
Cc1cccc2nc(=S)n(C(=O)c3ccco3)n12	-33%	2%	·	0%	-13	-6	0.0%	-66%	-13%	-2%	?
CN(C)c1nc(N(C)C)n(Cc2c(Cl)cccc2Cl)n1	-1%	1%	-5%	11%	0	-7	0.3%	-1%	-8%	4%	-18%
Cc1cc(C(=O)Cn2nc(C(=O)O)c3ccccc3c2=O)c(C)n1-c1ccc(OC(F)F)cc1	-8%	2%	5%	12%	0	-2	-0.5%	-2%	-3%	-10%	?
CC(C)(C)NC(=O)C(c1ccncc1)N(C(=O)CNC(=O)c1ccco1)c1ccc2c(c1)OCO2 (stereo not given)	-4%	-17%	-5%	-1%	-26	-2	-0.3%	-1%	8%	0%	-1%
O=C(COC(=O)c1ccc2c(c1)C(=O)N(Cc1ccncc1)C2=O)Nc1ccccc1[N+](=O)[O-]	?	1%	-3%	3%	0	30	-2.3%	0%	4%	-1%	-8%
O=C(Nc1cccc(C(=O)N2CCN(c3ccccc3)CC2)c1)c1ccco1	·	0%	1%	-1%	·	-11	-0.8%	-5%	9%	3%	-6%
COc1ccc(NC(=O)CSc2nnc(NC(=O)c3ccc(S(=O)(=O)N4CCOCC4)cc3)s2)cc1	21%	-4%	2%	1%	-2	-18	-0.4%	-23%	8%	-2%	9%
Cc1nc2ccccc2n1C(C)c1ccccc1 (stereo not given)	-18%	1%	-8%	2%	2	5	-0.8%	-3%	31%	2%	1%
Cc1nc(N2CCN(S(=O)(=O)c3ccccc3C#N)CC2)c2c(-c3cccs3)csc2n1	0%	0%	1%	1%	-1	3	-0.1%	-2%	17%	3%	0%
Cc1nnc(NC(=O)c2ccc3ccccc3c2)s1	·	0%	-8%	4%	·	-8	0.7%	-1%	?	2%	-2%
CC(=O)Nc1ccccc1-c1nc2ccc(C(=O)N3CCN(c4ccccc4)CC3)cc2[nH]c1=O	-12%	-1%	-3%	-1%	-1	14	0.0%	-1%	-4%	171%[activator]	2%
Cc1cc2nc3n(c2cc1C)CC1CC(C(=O)NCC2CC2)N(C)C31 (stereo not given)	·	-17%	-6%	-1%	0	3	0.3%	-17%	4%	-2%	-13%
CCCC1CCC(C(=O)Nn2cnc3ccccc3c2=O)CC1 (stereo not given)	0%	-4%	-1%	-1%	2	13	0.1%	-12%	-11%	-6%	2%
CC(=O)Nc1cc(-c2ccc(Cl)cc2)[nH]n1	20%	-24%	-6%	6%	-4	-9	-0.1%	-16%	-15%	2%	-1%
CCCc1cc(=O)n2[nH]c(NCc3ccc(Cl)cc3Cl)nc2n1	21%	1%	-8%	-3%	6	-3	-0.1%	0%	-10%	-2%	0%
Cc1ccccc1OCC(=O)Nc1ccc(C(N)=O)cc1	0%	5%	-1%	4%	2	13	0.0%	0%	15%	-1%	-15%
Cc1ccc(NC(=O)COc2ccccc2[N+](=O)[O-])nc1	-10%	-5%	0%	7%	1	-28	0.0%	-9%	5%	0%	-4%
COc1ccccc1NC(=O)Cn1c(C)cc(=O)c2cccc(OC)c21	-14%	1%	-8%	0%	5	3	-0.3%	4%	-23%	-3%	?
COc1ccc(C2c3ccsc3CCN2C(=O)C(C)(C)C)cc1 (stereo not given)	·	-2%	2%	1%	0	-14	0.0%	-4%	21%	-1%	-3%
CCN(CC)S(=O)(=O)c1ccc2[nH]c(=O)cc(C(=O)Nc3ccccc3N3CCOCC3)c2c1	·	0%	0%	·	·	-11	-0.3%	·	10%	-1%	-2%
CC1=NC2(CCCc3c2no[n+]3[O-])N(O)C1(C)C (stereo not given)	-7%	-1%	-2%	7%	-1	-12	-0.1%	-9%	-4%	0%	-3%
CCCOC(=O)c1ccc(NC(=O)c2nc3nc(C)cc(C)n3n2)cc1	0%	2%	0%	0%	-3	3	-0.9%	-6%	?	-2%	-5%

Molecule	Menin-MLL TR inh	Tb PFK inh	TSG101-PTAP inh	GALK inhibitor	Coupling enz	Giardia kill	B2AR arrestin	PKM2 act	Integrin act MD	ASM inhibitor	Chronic BCR inh
Cc1ccc(CN2CCN(/N=C/c3ccc(N(C)C)cc3)CC2)cc1	·	-5%	-1%	1%	1	9	-0.1%	-10%	17%	4%	0%
CC(C)(C)C1CCC(=NNc2ncc(C(F)(F)F)cc2Cl)CC1 (stereo not given)	3%	4%	-8%	0%	1	-9	0.0%	14%	-2%	-2%	?
O=C(COC(=O)/C=C/c1ccc(OC(F)F)cc1)NCCN1C(=O)CSC1=O	7%	-2%	-2%	-1%	1	-24	0.1%	3%	15%	-6%	0%
Cc1ccn(CC(=O)N/N=C/c2cc([N+](=O)[O-])ccc2O)n1	5%	-1%	-1%	2%	5	-10	-0.3%	-5%	2%	0%	0%
Cn1c(NC(=S)Nc2ccccc2)nc2ccccc21	?	4%	-2%	1%	1	4	-0.2%	2%	-32%	0%	?
COc1ccc(CC(=O)OCn2nnc3ccccc3c2=O)cc1OC	·	1%	-3%	-1%	-1	15	-1.1%	-3%	30%	0%	-6%
CC1CCN(c2nc3ccc(C(=O)NCCCN4CCCCC4C)cc3s2)CC1 (stereo not given)	-7%	2%	-3%	·	3	18	-0.7%	-10%	-51%[inhibitor]	-2%	?
CCCCC(=O)Nc1nc2c(s1)COc1ccccc1-2	29%	-19%	0%	·	1	-19	-0.7%	-2%	9%	-5%	?
c1ccc(Cn2ncc3c(N4CCCCC4)ncnc32)cc1	-1%	-6%	-2%	-2%	0	22	0.3%	?	10%	4%	7%
CC(C)(CO)NC(=O)C(c1ccccc1)c1ccccc1	6%	0%	-4%	-2%	0	-21	-0.1%	3%	15%	1%	7%
CCC(C)(C)C1CCC(=NNS(=O)(=O)c2ccc(C)c([N+](=O)[O-])c2)CC1 (stereo not given)	3%	9%	-8%	-2%	-1	15	0.0%	-2%	-17%	-6%	0%
COc1ccc(NC(=O)CN2CCN(S(=O)(=O)c3ccc(C(C)C)cc3)CC2)cc1OC	-9%	-11%	-1%	0%	7	10	0.1%	1%	5%	-4%	-8%
COc1cc(C(=O)Nc2cccc(C)n2)ccc1OCC(=O)N1CCOCC1	·	1%	-6%	·	·	23	-0.2%	·	?	0%	0%
CNNC(=S)NC1CC2CC1C1C=CCC21 (stereo not given)	·	-12%	0%	1%	0	0	-0.6%	-15%	-7%	5%	-4%
CCC(C)NC(=O)Cn1c(=O)n(CCCCCC(=O)Nc2ccccc2)c(=O)c2sccc21 (stereo not given)	10%	0%	0%	0%	6	-7	-1.1%	-6%	20%	6%	0%
COc1ccc(NC(=O)CSc2nc3[nH]ncc3c(=O)[nH]2)cc1OC	·	10%	0%	·	·	-4	-0.1%	·	0%	2%	16%
Cc1ccc(/C=C(\NC(=O)c2ccccc2)C(=O)NC(Cc2ccccc2)C(=O)O)cc1 (stereo not given)	24%	0%	-5%	0%	2	28	7.3%	-1%	16%	3%	1%
CC(=O)Nc1ccc(NC(=O)C(C)OC(=O)c2ccc(C)s2)cc1 (stereo not given)	4%	-12%	-3%	4%	2	-4	0.2%	8%	4%	-1%	?
CCCCOc1ccc(Cl)cc1CSc1n[nH]c(C)n1	?	-3%	-5%	0%	-1	9	-0.5%	2%	-13%	0%	0%
N#C/C(=C\c1ccncc1)C(N)=O	20%	1%	-6%	14%	4	-15	-1.0%	-10%	18%	2%	5%
CC(CC(=O)N1CCN(C(=O)c2ccccc2)CC1)c1ccccc1 (stereo not given)	-1%	-6%	-2%	4%	2	6	-0.2%	·	23%	1%	6%
CCN1CCCC1CNCC(=O)Nc1ccc(OC(F)(F)F)cc1 (stereo not given)	·	-1%	-9%	0%	3	-4	-0.2%	1%	-30%	3%	0%
Cc1cccc(NC(=S)N(CCCN(C)C)Cc2cc3cc4c(cc3[nH]c2=O)OCO4)c1	-4%	1%	-5%	-3%	1	6	0.0%	3%	-5%	18%	2%
